# Compound activity: PubChem, Broad Institute
# RAD52 inh – inhibitors of human RAD52 DNA annealing. P43351. recombinant RAD52 DNA annealing, FRET fluorescence. inhibition, % at 18.7 µM. 360,000 compounds, 0.46% hits. AID 651710;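 active = every replicate showing at least 50% inhibition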
# CASP6 VEID inh – inhibitors of human caspase-6. P55212. purified caspase-6, Z-VEID-R110 cleavage fluorescence. inhibition, % at 12.5 µM. 350,000 compounds, 0.53% hits;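 active = mean inhibition across replicates at least about 35%, with every replicate also reaching that limit, limit read from the data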;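 also: 0% = median of neutral control wells and 100% = no fluorescence left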
# Target sequence (P55212 24-179 limits assumed): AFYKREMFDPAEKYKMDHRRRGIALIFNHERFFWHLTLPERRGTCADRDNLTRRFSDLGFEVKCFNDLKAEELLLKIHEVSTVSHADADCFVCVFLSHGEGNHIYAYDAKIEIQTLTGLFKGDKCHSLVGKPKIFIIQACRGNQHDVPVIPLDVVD
# Target sequence (P55212 194-293 limits assumed): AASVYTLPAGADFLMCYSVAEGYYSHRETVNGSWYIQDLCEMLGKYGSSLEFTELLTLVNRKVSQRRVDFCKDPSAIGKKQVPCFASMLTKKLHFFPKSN
# ERp5 inh – inhibitors of human ERp5; Q15084; ERp5 insulin aggregation, absorbance 650 nm, 90 min; inhibition, % at 9.99 µM; 350,000 compounds, 0.05% hits;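 active = mean replicate inhibition above about 25%, with every replicate also reaching it, limit read from the data, passing the limit was not always enough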
# esBAF inh – inhibitors of esBAF chromatin remodeling in mouse ES cells. Bmi1-luciferase knock-in reporter, 24 h; 100% = twice the neutral-well signal. reporter increase, % at 12.5 µM. 350,000 compounds, 2% hits; in the data active = activation above about 40%;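 also: 0% = median of the plate's neutral control wells and 100% = double that signal; a rise in the Bmi1 reporter signal indicates esBAF inhibition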
# E-sel inducer – E-selectin induction on HUVECs. P16581. HUVEC E-selectin immunofluorescence imaging; normalized: neutral wells 0, TNF-alpha wells 100. activation, % at 7.58 µM. 260,000 compounds, 0.37% hits. AID 686992;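 active = mean E-selectin-positive cell signal at least 10% of the positive control, reached in at least 60% of replicates, without over 20% cell loss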;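 also: in these data hits start at about 27%; measured in HUVEC primary endothelial cells; signal is the percent of cells scored E-selectin positive by PE staining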
#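 Material: HUVEC primary endothelial cells; Amount: 3,000 cells per well; Dosing: single concentration; Medium: EGM-2 growth medium on 0.1% gelatin-coated wells; Read-out basis: percent E-selectin-positive cells; Signal: immunofluorescence imaging; Control set: TNF-alpha, DMSO.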
# PglD inh – PglD (C. jejuni) enzyme inhibition | purified PglD enzyme, DTNB colorimetric CoA detection | inhibition, % at 12.5 µM | 360,000 compounds, 0.098% hits | AID 602405; in the data active = inhibition above about 16%, passing the limit was not always enough; also: strong numbers were not always called active
# RAD54 inh – blocks human RAD54 Holliday junction branch migration | inhibition, % at 10.4 µM | Q92698 | 360,000 compounds, 0.14% hits | FAM/BHQ fluorescence;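 active = mean normalized replicate activity at least 40 and at least half of replicates scoring 40 or more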;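 also: 0% = median of neutral control wells and 100% = median of positive control wells; inhibitors cause a drop in the FAM fluorescence signal; in these data hits start at about 50%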
# Target sequence (Q92698 whole entry, looked up): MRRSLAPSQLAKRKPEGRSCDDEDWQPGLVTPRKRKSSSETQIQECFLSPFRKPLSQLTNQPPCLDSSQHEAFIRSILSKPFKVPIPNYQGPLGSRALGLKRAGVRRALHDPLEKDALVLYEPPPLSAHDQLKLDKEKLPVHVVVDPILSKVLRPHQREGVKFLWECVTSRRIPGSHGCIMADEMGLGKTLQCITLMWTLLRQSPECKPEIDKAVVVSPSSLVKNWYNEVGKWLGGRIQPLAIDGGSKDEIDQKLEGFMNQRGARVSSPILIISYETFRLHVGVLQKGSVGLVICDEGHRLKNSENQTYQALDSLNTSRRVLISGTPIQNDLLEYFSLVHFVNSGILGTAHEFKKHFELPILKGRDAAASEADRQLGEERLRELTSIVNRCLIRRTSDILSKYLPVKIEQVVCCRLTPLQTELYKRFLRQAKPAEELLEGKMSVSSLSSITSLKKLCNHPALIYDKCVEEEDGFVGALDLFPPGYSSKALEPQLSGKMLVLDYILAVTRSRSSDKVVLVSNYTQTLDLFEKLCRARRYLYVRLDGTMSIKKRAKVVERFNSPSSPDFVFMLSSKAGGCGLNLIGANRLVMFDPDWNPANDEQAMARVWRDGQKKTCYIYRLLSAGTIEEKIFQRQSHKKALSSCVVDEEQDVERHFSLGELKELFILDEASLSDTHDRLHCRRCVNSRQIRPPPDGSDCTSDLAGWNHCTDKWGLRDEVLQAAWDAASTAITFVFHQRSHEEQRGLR
# ARNT TACC3 PPI – ARNT/TACC3 interaction disruption; Q9Y6A5; 390,000 compounds, 0.66% hits; inhibition, % at 9.99 µM; AlphaScreen His-ARNT PAS-B/GST-TACC3 binding, luminescence; TACC3 fragment carries E629A point mutation;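 active = mean inhibition of replicates at least 50% and at least half of replicates each reaching 50%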;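 also: 0% = complete ARNT plus TACC3 wells and 100% = ARNT alone without TACC3; many hits fall short of the cut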
# Numbers without * were called inactive; · = not tested or not shown; & = joins results of further samples.
SMILES,RAD52 inh,CASP6 VEID inh,ERp5 inh,esBAF inh,E-sel inducer,PglD inh,RAD54 inh,ARNT TACC3 PPI
Cc1ccc(S(=O)(=O)NCC(=O)NCC2CCCCC2)cc1C,-5,0,0,-2,0.2,2,7,17
Cc1cccc(C)c1NS(=O)(=O)c1ccc(NC(=O)c2ccc(Cl)c([N+](=O)[O-])c2)cc1,-14,10,5,0,0.2,0,-26,10
NC(=O)C1CCCN(Cc2ccc(Cl)cc2)C1 (centres undefined),·,·,·,-12,·,4,-11,-11
CN(C)S(=O)(=O)c1ccc(C(=O)Nc2ccccc2[N+](=O)[O-])cc1,0,0,0,·,·,4,-2,-8
Cc1ccccc1N1CCN(C2CCCN(C(=O)c3cc(C(C)C)[nH]n3)C2)CC1 (centres undefined),1,1,0,5,6.9,10,-4,-7
CC(=O)c1ccc(NC(=O)C2CCC(C)NC2=O)cc1 (centres undefined),·,·,·,7,·,2,11,-14
O=C(N[C@H]1CC[C@H](CCn2cc(-c3ccccn3)nn2)O[C@H]1CO)c1cccnc1,-8,0,-1,4,0.3,-4,-4,85*
C[C@@H]1CCCCO[C@H](CN(C)C(=O)c2ccccc2)[C@@H](C)CN([C@H](C)CO)C(=O)c2cc(N(C)C)ccc2O1,-60,0,-2,-1,-0.1,-1,-18,11
CC(OC(=O)c1ccncc1)C(=O)Nc1cccc([N+](=O)[O-])c1 (centres undefined),-14,-4,-8,·,4.0,·,·,-1
CCC(=O)N1CC2(C1)CN(Cc1ccc(Cl)cc1)[C@H](CO)c1[nH]c3cc(OC)ccc3c12,-21,2,-6,·,0.0,·,·,·
Cc1nn(Cc2ccc(Cl)cc2Cl)c(C)c1NC(=O)c1sc2ccccc2c1Cl,·,·,·,-38,·,-4,1,-6
CSc1ccc(/C=N/n2c(C)nc3ccccc3c2=O)cc1,-2,-2,1,28,0.0,-2,4,-5
CCCN1C[C@H](C)[C@@H](OC)CN(C)C(=O)c2ccc(NS(C)(=O)=O)cc2OC[C@H]1C,5,0,1,3,-0.1,1,-8,7
CCN(CC)CCn1c(C)nc2ccccc21,1,-3,4,-5,1.0,1,-11,3
CC=Cc1ccc2n(c1=O)C[C@@H]1[C@@H](CO)[C@H](C(=O)NCCC)[C@H]2N1Cc1nccs1 (mixture of isomers),3,0,7,3,-0.2,-2,-5,10
Cc1ccc(S(=O)(=O)N2CCCN(C(=O)c3cc4ccccc4[nH]3)CC2)cc1,3,0,1,·,·,3,0,-3
CCOC(=O)c1c(C)oc2c1c1c(c3ccccc32)OCN(Cc2cccnc2)C1,·,·,·,74*,·,17,1,-1
Cc1ccsc1C(=O)OCC(=O)Nc1cccc(F)c1,8,-1,-2,36,0.6,-2,3,-6
NC(=O)c1ccc(-n2nnnc2SCC(=O)Nc2ccccc2)cc1,5,-1,6,-5,0.0,-9,6,-4
C[C@H]1CCCCO[C@@H](CN(C)Cc2ccncc2)[C@@H](C)CN([C@@H](C)CO)C(=O)c2cc(NC(=O)Nc3cccc4ccccc34)ccc2O1,2,-9,-5,1,0.0,0,-4,-1
Cc1ccc(NC(=O)CCNS(=O)(=O)c2ccc3[nH]c(=O)oc3c2)cc1N(C)C,-2,4,0,3,0.0,1,-1,5
O=C(CCNS(=O)(=O)c1ccc(Br)cc1)NCCc1ccc(Cl)cc1,-6,0,-2,-2,·,-7,1,0
O=C(Nc1ccccc1)N1CCCCN2[C@H](C1)[C@H](c1ccc(-c3ccccc3F)cc1)[C@@H]2CO,-1,3,-4,·,0.1,-1,-1,-5
COc1ccc(-c2csc(NC(=O)CCCc3nc4ccccc4c(=O)[nH]3)n2)cc1OC,-21,1,2,2,·,-3,-2,-1
CC(Oc1ccc(Cl)cc1Cl)C(=O)NCCCn1ccnc1 (centres undefined),·,·,·,-8,·,-1,-1,-8

# (continued)
SMILES,RAD52 inh,CASP6 VEID inh,ERp5 inh,esBAF inh,E-sel inducer,PglD inh,RAD54 inh,ARNT TACC3 PPI
Cc1ccc(C(C(=O)NCC2CCCO2)N(C(=O)c2snc(C(N)=O)c2N)c2ccc3c(c2)OCCO3)cc1 (centres undefined),-11,4,0,2,·,1,-3,0
Cc1ncoc1C(=O)N1CCc2c([nH]c3ccccc23)C1c1ccccc1F (centres undefined),-14,0,-6,5,7.5,-2,-6,1
C[C@@H]1CCCCO[C@@H](CN(C)C(=O)c2ccccc2)[C@H](C)CN([C@@H](C)CO)C(=O)c2cc(NS(=O)(=O)c3cn(C)cn3)ccc2O1,6,18,0,1,-0.2,-6,1,-5
CNC[C@@H]1Oc2c(NS(=O)(=O)c3ccccc3)cccc2C(=O)N([C@H](C)CO)C[C@H]1C,-3,-1,-2,0,-0.1,-2,7,13
CC(=O)NCc1ccc(S(=O)(=O)N2CCN(c3ccccn3)CC2)cc1,-2,1,-1,-7,1.1,-3,7,-1
COCC(=O)N(Cc1cc2ccc(C)c(C)c2n2nnnc12)C1CCCC1,-3,4,5,·,0.0,·,·,-1
CO[C@@H]1CN(C)C(=O)c2cc(NC(=O)NC(C)C)ccc2OC[C@@H](C)N(Cc2ccc(-c3ccccn3)cc2)C[C@H]1C,7,-2,-1,2,-0.1,4,-4,4
Cc1ccc(-c2nnn(CC(=O)N(c3ccc(F)cc3)C(C(=O)NC3CCCC3)c3ccco3)n2)o1 (centres undefined),-6,0,-3,·,·,·,·,-3
COc1ccccc1S(=O)(=O)N1C[C@H](O)COC[C@@H]2O[C@@H](CC(=O)O)CC[C@H]21,2,2,1,2,0.4,2,-10,·
COCCC(=O)N1CCC(Oc2ccc(C(=O)NCc3ncc(C)[nH]3)cc2)CC1,-20,-1,1,-3,0.0,7,5,-8
COc1ccc(CCNC(=S)N2CCN(S(=O)(=O)c3ccc(F)cc3)CC2)cc1,-5,-5,-4,7,·,·,·,4
COc1nc(-c2ccc3c(c2)OCO3)n(-c2ccc(NC(=O)CSc3ccccc3)cc2)n1,-35,0,-12,1,-0.1,2,11,-5
CC1=NC(C)(C)CC2CCC(O)C12 (centres undefined),-12,-1,0,6,·,·,·,·
O=C(Nc1ccc(F)cc1)N[C@H]1CC[C@@H](CCNS(=O)(=O)c2cccc(Cl)c2)O[C@H]1CO,0,-1,-4,3,0.9,2,0,-1
O=C1Nc2ccccc2C1=Nc1ccc(-c2nnc3n2CCCCC3)cc1,-24,-1,14,-3&-9,0.0,-3&5,8&7,0&4
Cc1ccc(/C=C/C(=O)OCC(=O)NCc2ccccc2)o1,-15,3,6,7,0.1,2,-2,3
CCOCCCNC(=O)/C(C#N)=C/c1cc(Br)c(O)c(Br)c1,·,·,·,8,·,-13,-11,2
COc1ccc(O)c(CN2CCCC(N3CCN(c4ccc(F)cc4)CC3)C2)c1 (centres undefined),-3,0,4,-4,1.1,7,-9,11
CC(C)C(=O)Nc1ccc2c(c1)C(=O)N(C)[C@@H]1CC[C@H](CC(=O)NCCc3ccccc3)O[C@@H]1CO2,·,·,·,1,0.1,5,-7,-8
CC(C)OC(=O)C1C(=O)CC(C)(O)C(C(=O)OC(C)C)C1c1cccc(O)c1 (centres undefined),·,·,·,2&4,·,-5&-5,-2&-3,-1&-23
CCCCCn1c(=O)c2ccccc2n2c(CCl)nnc12,-26,3,0,·,13,·,·,2
CCCC(=O)Nc1ccc2c(c1)C(=O)N(C)C[C@@H](OC)[C@H](C)CN(Cc1ccccc1F)[C@H](C)CO2,-8,-2,-7,1,-0.1,-2,-5,1
CN(C)S(=O)(=O)c1ccc(NC(=O)CSc2ncnc3ccccc23)cc1,·,·,·,7,0.1,-8,-9,·
NC(=O)c1cc2cc(Cl)ccc2o/c1=N/NC(=O)c1cccs1,-9,2,-2,·,-0.1,0,-5,-10
CC(C)N1CCC1(C)C(=O)Nc1ccc(-n2cccc2)cc1 (centres undefined),-15,-7,-2,-2,0.2,-8,-3,·

# Single values from the list.
# Entry of `CNC[C@@H]1Oc2c(NS(=O)(=O)c3ccccc3)cccc2C(=O)N([C@H](C)CO)C[C@H]1C` in RAD52 inh: -3
# Entry of `CCOCCCNC(=O)/C(C#N)=C/c1cc(Br)c(O)c(Br)c1` in RAD54 inh: -11

# 3 entries from above in a different format.
smiles: Cc1ncoc1C(=O)N1CCc2c([nH]c3ccccc23)C1c1ccccc1F (centres undefined)
  RAD52 inh = -14
  CASP6 VEID inh = 0
  ERp5 inh = -6
  esBAF inh = 5
  E-sel inducer = 7.5
  PglD inh = -2
  RAD54 inh = -6
  ARNT TACC3 PPI = 1
smiles: C[C@@H]1CCCCO[C@@H](CN(C)C(=O)c2ccccc2)[C@H](C)CN([C@@H](C)CO)C(=O)c2cc(NS(=O)(=O)c3cn(C)cn3)ccc2O1
  RAD52 inh = 6
  CASP6 VEID inh = 18
  ERp5 inh = 0
  esBAF inh = 1
  E-sel inducer = -0.2
  PglD inh = -6
  RAD54 inh = 1
  ARNT TACC3 PPI = -5
smiles: CNC[C@@H]1Oc2c(NS(=O)(=O)c3ccccc3)cccc2C(=O)N([C@H](C)CO)C[C@H]1C
  RAD52 inh = -3
  CASP6 VEID inh = -1
  ERp5 inh = -2
  esBAF inh = 0
  E-sel inducer = -0.1
  PglD inh = -2
  RAD54 inh = 7
  ARNT TACC3 PPI = 13

# Continuation:
SMILES,RAD52 inh,CASP6 VEID inh,ERp5 inh,esBAF inh,E-sel inducer,PglD inh,RAD54 inh,ARNT TACC3 PPI
COc1ccc2c3c(n(C)c2c1)[C@H](CO)N(Cc1ccccc1)CC31CCN(S(C)(=O)=O)CC1,-80,0,0,·,-0.5,·,·,·
CCCNC(=O)C[C@@H]1CC[C@H]2[C@@H](COC[C@H](O)CN2C(=O)Nc2ccc(Cl)c(Cl)c2)O1,1,-1,1,-8,0.1,-4,3,-3
O=C(C[C@@H]1CC[C@@H]2NC[C@H](O)COC[C@H]2O1)NCCN1CCCCC1,·,·,·,-11,0.0,4,-1,20
C[C@]12C=CC(=O)C=C1CC[C@@H]1C2C(O)C[C@@]2(C)C1CC[C@]2(O)C(=O)COC(=O)CCC(=O)NC(CC(=O)O)C(=O)O (some centres undefined),-1,0,4,2,·,-4,-9,-2
CCOc1ccc(NC(=O)c2ccc(N3CC4CC(C3)c3cccc(=O)n3C4)c(NC(=O)CCN3CCOCC3)c2)cc1 (centres undefined),-2,1,1,5,·,1,5,-44
O=C(Nc1cccc2ccccc12)C12CC3CC(C1)CC(n1cnc([N+](=O)[O-])n1)(C3)C2,·,·,·,-7,·,-1,0,-5
CCc1nc(SCC(=O)N2CCCCCC2)c2c(=O)n(C)c(=O)n(C)c2n1,3,1,3,-1,-0.6,16,1,1
CCCCCCn1cc(CN2CC(N3CCSCC3)CS2(=O)=O)nn1 (centres undefined),-19,-1,-6,·,0.0,·,·,·
COc1ccc(NC(=O)N(C)C[C@H]2Oc3ccc(NC(=O)Cn4cnnn4)cc3C(=O)N([C@@H](C)CO)C[C@@H]2C)cc1,-12,0,-2,2,0.7,6,-4,-12

# Molecules from the list above with a thiophene ring, fused or not (three):
SMILES,RAD52 inh,CASP6 VEID inh,ERp5 inh,esBAF inh,E-sel inducer,PglD inh,RAD54 inh,ARNT TACC3 PPI
Cc1nn(Cc2ccc(Cl)cc2Cl)c(C)c1NC(=O)c1sc2ccccc2c1Cl,·,·,·,-38,·,-4,1,-6
Cc1ccsc1C(=O)OCC(=O)Nc1cccc(F)c1,8,-1,-2,36,0.6,-2,3,-6
NC(=O)c1cc2cc(Cl)ccc2o/c1=N/NC(=O)c1cccs1,-9,2,-2,·,-0.1,0,-5,-10
